# 12-LOX inh – inhibitors of human 12S-lipoxygenase ALOX12 | Potency, µM (titrated, usually from 108 µM), inactives show top-dose activity change, negative = inhibition, hits mostly inhibitors | P18054 | 1.1% of 580,000 active | purified 12hLO, xylenol orange hydroperoxide absorbance | AID 1671190; active = well fitted inhibition curve with a large enough effect; inconclusive = small, poorly fitted or top-dose-only effect, or another doubt; inactive = no such curve, though single readings can be large or run the other way
# Target sequence (P18054 whole entry, looked up): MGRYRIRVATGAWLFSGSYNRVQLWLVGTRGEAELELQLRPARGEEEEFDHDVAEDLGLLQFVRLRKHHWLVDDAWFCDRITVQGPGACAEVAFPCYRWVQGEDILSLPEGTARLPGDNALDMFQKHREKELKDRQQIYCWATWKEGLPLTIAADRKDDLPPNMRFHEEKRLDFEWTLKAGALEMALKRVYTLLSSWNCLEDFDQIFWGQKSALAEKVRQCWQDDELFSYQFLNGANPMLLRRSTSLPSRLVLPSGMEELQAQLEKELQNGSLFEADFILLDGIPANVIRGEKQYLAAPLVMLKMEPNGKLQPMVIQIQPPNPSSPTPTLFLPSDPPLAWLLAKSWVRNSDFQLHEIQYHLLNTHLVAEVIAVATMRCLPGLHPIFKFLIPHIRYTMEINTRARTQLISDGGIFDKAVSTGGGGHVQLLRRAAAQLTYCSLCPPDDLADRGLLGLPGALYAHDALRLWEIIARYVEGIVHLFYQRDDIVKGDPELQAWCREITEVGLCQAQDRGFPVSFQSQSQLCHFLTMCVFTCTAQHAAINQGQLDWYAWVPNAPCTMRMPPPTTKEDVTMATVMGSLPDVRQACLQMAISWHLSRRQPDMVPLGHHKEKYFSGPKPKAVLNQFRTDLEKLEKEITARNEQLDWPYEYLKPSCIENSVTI
#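 Purified human 12hLO at 150 nM in 25 mM Hepes, 0.01% Triton X-100, pH 7.0, preincubated 15 min at room temperature with compound. Reaction started with 40 uM arachidonic acid, 30 min at room temperature. Hydroperoxide measured by Fe-xylenol orange, 573/405 nm absorbance ratio.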
# * = called active by the depositor; ? = inconclusive; [ ] = another dose, or the depositor's remark. % is scaled to controls: 0 for no effect and ±100 for the full control effect; potency is read from the fitted curve at half-maximal effect. An excerpt; rates above refer to the full screens.
12-LOX inh	structure
?	O=C(c1ccc(C(F)(F)F)cc1)N1CCc2nc(C3CC3)nc(-c3ccc(Cl)cc3)c2CC1
3.1%	CCOc1cc(NC(=O)c2ccc(Cn3cc(Br)cn3)cc2)ccc1OC(F)F
66.3%[activator]	CN(C)C[C@@H]1CN(C)C[C@H]1NS(=O)(=O)c1ccccc1C(F)(F)F
-14.9%	COc1ccc(NC(=O)c2ccc3c(c2)N(C)C2CCCCCN2C3=O)cc1Cl (stereo not given)
8.1%[176 µM]	O=C(C1CC1)N1C[C@@H]2OCC(=O)N(Cc3ccc(F)cc3)[C@@H]2C1
?	Cc1nc(N2CCC(NC(=O)CC3CCCCC3)CC2)cc(C(F)(F)F)n1
31.6µM*	CCSc1oc(-c2ccc(C)cc2)nc1S(=O)(=O)c1ccccc1
?	COc1ccc(C(O)c2nc(-c3cccc(C(C)C)c3)cs2)cc1 (stereo not given)
-1.3%	Cc1cnc(C(=O)N[C@@H]2CCC[C@@H]2C(=O)NCCc2ccccc2)cn1
68.1%[activator][176 µM]	CC(=O)Nc1ccc(CN2CCC3(CC(C)=NO3)C2)cc1 (stereo not given)
-0.2%	CC(Sc1nc(CN2CCOCC2)nc2ccccc12)C(=O)NC1CC1 (stereo not given)
?	O=C(O)CNS(=O)(=O)c1ccccc1F
43.4%[activator]	Cc1cc(C(=O)N2C[C@@H](CO)[C@H](c3nc(C4CC4)no3)C2)c(C)o1
8.1%	CCCCC1CN(c2cccc(-c3ccccc3)c2)C(=O)CN1C(C)=O (stereo not given)
32.9%[activator]	COc1ccccc1Nc1nc(N2CCOCC2)c2cnn(C)c2n1
0.0%	COc1cc2oc(=O)cc(C)c2cc1CCC(=O)O
-4.2%	CCOc1cccc(CNCc2ccco2)c1
5.9%[176 µM]	COc1cccc(C(=O)N2CCC(N3CC4CCCN4C3=O)CC2)c1 (stereo not given)
1.4%[6.33 µM]	CCc1nc2c(c(-c3ccc(OC)cc3)n1)CCN([S+](=O)([O-])c1cccs1)CC2
-0.7%	CC(C)Cc1cc(C(=O)N2CCCC(C)(c3ccccc3)C2)no1 (stereo not given)
6.0%	COCCNC(=O)N1CCCC(c2noc(COc3ccccc3F)n2)C1 (stereo not given)
30.0%	COc1ccc2c(c1)C=C(CN1CCCn3nc(C(C)O)cc3C1)CO2 (stereo not given)
?	Cc1cccc(S(=O)(=O)N2C[C@@H](O)COC[C@@H]3O[C@H](CC(=O)NCCCN4CCOCC4)CC[C@H]32)c1
36.1%[activator]	CCCOc1ccccc1C(=O)Nc1ccc(OC)c2ncccc12
15.7%	OCCN1CCN(Cc2ccc3c(c2)CN(Cc2cccn2-c2ccccn2)CCO3)CC1
?	O=C(CCc1ncc(-c2ccc(F)cc2)o1)NCc1ccc(OC(F)F)cc1
-4.4%	O=C1NC(=O)C([N+](=O)[O-])=C(O)C1=O
-5.6%	Cc1cc(C)c(S(=O)(=O)NCCc2csc3nc(-c4ccc(F)cc4)nn23)c(C)c1
4.5%	O=C(NCC1CN(C(=O)Cc2ccc(C(F)(F)F)cc2)CC12CN(c1ccccc1)C2)c1ccccc1 (stereo not given)
48.5%[activator]	O=C(c1cccc(Br)c1)N1CCC([C@@H]2CNC[C@H]2CO)CC1
1.2%	CCC1CCc2c(sc(NC(=O)/C=C/c3ccc(C(C)C)cc3)c2C#N)C1 (stereo not given)
2.0%[176 µM]	CC(C)CC(=O)N1CCOCC12CCN(Cc1ccc(C(C)C)cc1)CC2
-29.5%	Cc1ccc(C2=CN(CCC(=O)O)C(=O)C2)cc1
?	O=C(NCc1ccncc1)c1cccc2cccnc12
?	Oc1ccc(C2(c3ccc(Br)cc3)CCCCC2)cc1
12.9%	COCCn1ncc(N2CCCC(CC(=O)NCc3cccc(F)c3)C2)cc1=O (stereo not given)
?	Cc1ccc(Sc2ccc(NC(=O)c3cccc(C)c3C)cc2)c(C)c1
34.3%[activator]	O=C(c1ccc(=O)[nH]c1)N1C[C@@H](CO)[C@H](c2ccccn2)C1
106.2%[activator][176 µM]	Cn1ccnc1CN[C@@H]1CO[C@H](CNC(=O)CC(C)(C)C)[C@H]1O
63.8%[activator]	FC(F)Oc1ccccc1CN1CCCC12CCN(c1ncccn1)CC2

# 12-LOX inh: what is marked active above
12-LOX inh	structure
31.6µM*	CCSc1oc(-c2ccc(C)cc2)nc1S(=O)(=O)c1ccccc1

# Next section.
12-LOX inh	structure
-3.8%	Cn1cc(C(=O)OCC(=O)Nc2ccc(N3CCOCC3)cc2)c2ccccc21
?	CCOc1cc(C2C=C(C(=O)O)Nc3ncnn32)ccc1OC(C)C (stereo not given)
-8.5%	C[C@H]1CN(c2ccccc2)C(=O)[C@@H]1CC(=O)Nc1ccc(Br)cc1
6.7%	CCC(C)NC(=O)Nc1ccc(-c2noc(-c3ccc(C)s3)n2)cc1 (stereo not given)
67.8%[activator]	COc1ccc(C2=NOC3(CCN(C(=O)c4ccc5c(c4)OCO5)C3)C2)cc1 (stereo not given)
-1.9%	CC1(C(=O)Nc2cnc3ccccc3c2)CCN1C(=O)c1ccccc1CCc1ccccc1 (stereo not given)
?	COC(=O)c1ccc(-c2csc(NC(=O)c3cc(=O)c4ccccc4o3)n2)cc1
13.4%[176 µM]	CCOCCN1C(=O)COC[C@@H]1[C@H](O)c1ccc(NC(=O)c2cnccn2)cc1
3.0%[176 µM]	CCCOc1cc(C)c2c(c1C)C[C@H](C(C)C(=O)N1CCN(CC(=O)O)CC1)CC2 (stereo not given in full)
?	Cc1cccc(C(C)C)c1NC(=O)CCl
58.4%[activator]	C=CCNC(=O)N[C@H]1CCN(C(=O)C=C(C)C)[C@@H]1C(=O)N[C@H](Cc1ccccc1)C(N)=O
4.7%	COc1cc(OC)cc(C(=O)NCC2CCCN(C/C=C/c3ccccc3OC)C2)c1 (stereo not given)
?	Cc1ccc(NCc2ccccc2CO)c(C)c1
-2.6%	CC1NC(=O)c2cccnc2-n2c1nc1cc(F)ccc1c2=O (stereo not given)
16.4%	COc1ccc(-c2nc3c(c(=O)[nH]2)CCN(C(=O)NCC2CCCO2)C3)cc1 (stereo not given)
-4.9%	CCNC(=O)C1C(c2cccc(NC(=O)c3ccc(C)cc3)c2)OC(=O)N1Cc1ccc(F)cc1 (stereo not given)
-0.1%	COc1cccc(C2=NN(C(C)=O)C(c3ccc4nccnc4c3)C2)c1 (stereo not given)
?	CC(C)C[C@H]1CN([C@@H](Cc2ccc(O)cc2)CN2CCC[C@@H]2CN2C(=S)NC[C@@H]2Cc2ccccc2)C(=S)N1CC1CCCCC1
3.6%[176 µM]	Cc1noc(C)c1-c1ccc2c(n1)CN(Cc1ccc(F)cc1)C(=O)CO2
1.7%	O=C(NC1CCN(Cc2ccccc2)CC1)c1cc2n(n1)CC(c1ccc(Cl)cc1)OC2 (stereo not given)
-0.5%	CN1CCN(C(C)(C)CNC(=S)Nc2ccc(Cl)cc2Cl)CC1
-23.0%	CCCC1(C)NC(=O)N(Cc2coc(-c3cccs3)n2)C1=O (stereo not given)
?	Cc1noc(C)c1C(=O)N1Cc2ccccc2CC2(CCN(C)C2)C1 (stereo not given)
-33.8%	COc1ccc(CN(C)C(=O)C2CSC3(C)CCC(=O)N23)c(OC)c1 (stereo not given)
29.7%	COc1ccc2[nH]c(C(=O)NCCC(=O)Nc3ccc4c(c3)OCCO4)cc2c1OC
6.7%	CCN(CCO)C(=O)[C@H]1C[C@@](CC)(C(=O)O)N(C)[C@H]1c1ccc(OC)cc1
?	CCc1ocnc1C(=O)N1CCC2(CCC(=O)N(CCc3cnc[nH]3)C2)CC1
?	COc1cc([C@H]2NC(=O)C[C@H]2C(=O)OCc2ccccc2)ccc1OC(C)C
4.4%	CC(=O)Nc1ccc(NC(=O)CNC(=O)c2ccc3nc(-n4cccc4)sc3c2)cc1
?	CC(C)c1ccc(C(=O)NCc2ccco2)cc1
-8.7%	CCCCN1C(=O)c2ccccc2C(C(=O)Nc2nc(C)cs2)C12CCCC2 (stereo not given)
-1.5%[176 µM]	CC(=O)N1CC[C@H](c2nc3ccc(C(F)(F)F)cc3[nH]2)C1
56.2%[activator]	c1cc2c(cc1CN1CCOCC1)CNCCO2
-7.1%	COc1ccc2cc1Nc1ccc(cc1)C[C@H](NCc1ccc3c(c1)CCO3)C(=O)N(C)[C@H](C(=O)NCCC(C)C)C2
33.2%[activator]	Cc1noc(C)c1CCC(=O)N1CCc2nn(CC#N)c(=O)n2CC1
-0.5%	COc1ccc(N)cc1CN1CCN(c2ncc(Cc3ccccc3)cn2)CC1
12.2%	Cc1ccc(S(C)(=O)=O)cc1C(=O)NC1CCC(C)CC1 (stereo not given)
?	C=C(C)C1CC=C(C)/C(=N/NC(=S)Nc2ccc(C)cc2)C1 (stereo not given)
-1.5%	COc1ccccc1CC(=O)N1CCC(c2n[nH]c(=O)n2Cc2ccc(F)cc2)CC1
-1.1%	Cn1nc(C(=O)N2CCN(c3ccccc3Cl)CC2)c2ccccc2c1=O

# A draw from above in order of SMILES length, falling.
12-LOX inh	structure
-7.1%	COc1ccc2cc1Nc1ccc(cc1)C[C@H](NCc1ccc3c(c1)CCO3)C(=O)N(C)[C@H](C(=O)NCCC(C)C)C2
6.7%	CCN(CCO)C(=O)[C@H]1C[C@@](CC)(C(=O)O)N(C)[C@H]1c1ccc(OC)cc1
-23.0%	CCCC1(C)NC(=O)N(Cc2coc(-c3cccs3)n2)C1=O (stereo not given)

# The list continues.
12-LOX inh	structure
?	CC1CCC(C(C)C)C(OC(=O)COC(=O)/C=C/c2ccc3c(c2)OCO3)C1 (stereo not given)
8.3%	Cc1ccc2c(c1)CN(CCC(=O)NCc1cc(C)n(C)n1)CC(C)O2 (stereo not given)
42.5%[activator]	N#Cc1cccc(OCc2nc3c(n2Cc2ccccc2)C(=O)N(Cc2ccccc2F)CCN3)c1
?	CC(C)(C)c1ccc(C#C[C@@H]2C=C[C@@H](O)[C@@H](COC(=O)Nc3ccccc3)O2)cc1
8.1%	c1cc(-c2noc(CSc3nnnn3C3CCCCC3)n2)cs1
38.5%[176 µM]	Cc1ccc2c(C(=O)N(C)C)cnn2c1
3.5%	N#C/C(=C/c1cccc(OCc2ccc(Cl)cc2)c1)c1nc2ccccc2s1
21.0%	CN(C)S(=O)(=O)N1CCN(C(=O)C2CC(=O)N(c3n[nH]c4ccccc34)C2)CC1 (stereo not given)
-2.5%	CC(C)n1nc(C(=O)OCC#N)c2ccccc2c1=O
9.1%	Cc1cc(NC(=O)c2ccc3c(c2)N(C)C2CCCCCN2C3=O)ccc1Br (stereo not given)
5.5%	Cc1ccc(CNC(=O)[C@@H](Cc2ccccc2)NC(=O)[C@H]2O[C@@H](n3ccc(N)nc3=O)[C@H](O)[C@@H]2O)o1
48.0%[activator][176 µM]	CC(=O)N1CCC(N2CCOC[C@H]2c2ncc(-c3ccc(S(C)(=O)=O)cc3)[nH]2)CC1
?	COC(=O)C1=C(C)N(Cc2cccc(C(F)(F)F)c2)C(=NCc2cccc(C(F)(F)F)c2)NC1c1ccc(Cl)cc1 (stereo not given)
25.5%	NS(=O)(=O)c1ccc(N/N=C/c2c(F)cccc2F)c([N+](=O)[O-])c1
5.4%	CC(C)C[C@H]1CNC(=O)C(=O)N1C[C@@H]1CCCN1C[C@H](Cc1ccccc1)N1C[C@H](CC(C)C)N(CC2CCCCCC2)C(=O)C1=O
?	CC1CCc2c(c(-c3cccc(O)c3)nc3ccc4ccccc4c23)C1 (stereo not given)
4.2%	COc1ccc(Br)c(C(=O)N[C@@H]2C=C(C(=O)N[C@H](CC(C)C)C(N)=O)C[C@@H](O)[C@@H]2O)c1
15.1%	COc1ccc2nc(Nc3nc(C)c(Cc4ccccc4Cl)c(=O)[nH]3)nc(C)c2c1
9.5%	COCC1CN(C(C)=O)CC12CCN(C(=O)c1ocnc1C)CC2 (stereo not given)
?	Cc1sc2nc(NCC(C)O)n3nc(-c4ccco4)nc3c2c1C (stereo not given)

# Reprinted from the part before: five entries; new compounds follow.
12-LOX inh	structure
?	CC1CCc2c(c(-c3cccc(O)c3)nc3ccc4ccccc4c23)C1 (stereo not given)
4.2%	COc1ccc(Br)c(C(=O)N[C@@H]2C=C(C(=O)N[C@H](CC(C)C)C(N)=O)C[C@@H](O)[C@@H]2O)c1
15.1%	COc1ccc2nc(Nc3nc(C)c(Cc4ccccc4Cl)c(=O)[nH]3)nc(C)c2c1
9.5%	COCC1CN(C(C)=O)CC12CCN(C(=O)c1ocnc1C)CC2 (stereo not given)
?	Cc1sc2nc(NCC(C)O)n3nc(-c4ccco4)nc3c2c1C (stereo not given)
43.8%[activator]	COCCN1C(=O)[C@@H]2C[C@@H](CN2Cc2ccc(OC(F)(F)F)cc2)Oc2ccccc21
?	O=C(CC1C(=O)Nc2nc(SCc3ccccc3)nn21)Nc1ccccc1 (stereo not given)
24.9%	CCn1cc(S(=O)(=O)N2CCCC(c3nc(-c4ccccc4)no3)CCNC(=O)CC2)cn1 (stereo not given)
?	COc1ccc(C(=O)N2CCC(c3n[nH]c(=O)n3-c3ccc(C)cc3)CC2)cc1
8.8%	CCCn1c(N2CCN(CC(N)=O)CC2)nc2c1c(=O)[nH]c(=O)n2C
-9.1%[176 µM]	COc1cccc(CN2CCOC3(CCN(Cc4ccc(Cl)cc4)CC3)C2=O)c1
-8.4%[176 µM]	O=C(c1cccnc1)N1C[C@@H]2OCC(=O)N(CC3CCCCC3)[C@@H]2C1
9.0%	O=C(CN1CCN(C(=O)CNC(=O)c2ccc(-c3ccccc3)cc2)CC1)Nc1ccccc1Cl
11.1%	C/C(=N\NC(=O)C1CCCC1)c1ccc(NC(=O)C(F)(F)F)cc1
-10.2%[176 µM]	O=C(NCCc1ccc(Cl)cc1)c1ccc2nccn2c1
-6.6%	COc1cccc(C(C)=NNc2ccc([N+](=O)[O-])cc2[N+](=O)[O-])c1OC
48.7%[activator]	CCOc1cccc(CN2C[C@@H](CO)[C@H](c3nc(C)no3)C2)c1
115.3%[activator]	Cn1cccc1CN1CCCCCNC(=O)[C@@H]2CCC[C@@H]21

# High-throughput results as filed in PubChem BioAssay.
